mHTT CaM bind – inhibitors of human mutant huntingtin-calmodulin interaction; P42858; AlphaScreen His-mHTT/GST-CaM binding, luminescence; inhibition, % at 15 µM; 190,000 compounds, 3.6% hits; AID 1671202;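 note: 0% = both proteins with DMSO and 100% = one protein alone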
Pf apPOL inh – Pf-apPOL DNA polymerase inhibition. Recombinant Pf-apPOL, molecular beacon fluorescence, 1.5 h. inhibition, % at 10 µM. AID 1794808. 210,000 compounds, 0.25% hits
* marks the source's active call; other numbers are inactive results; i = inactive; . = not tested or not shown; & = joins results of further samples. Cut-off read from the data, not from the text of the source: active = inhibition above about 50%; inactive = the rest.

SMILES	mHTT CaM bind	Pf apPOL inh
CN(C)c1ccc(CNCC23CC4CC(C2)CC(c2ccccc2)(C4)C3)cc1	100*	2
Cc1oc(C2CCN(C(=O)Nc3cccc(Br)c3)CC2)nc1C(=O)N(C)C	-18	-4
CSc1ccc(-c2cc3c(c4c2ccn4C)C2CCC3O2)cc1 (stereo unspecified)	48	-2
C=CCNS(=O)(=O)c1ccc(NC(C)=O)cc1	0	-7
Cc1[nH]c2ccccc2c1SCCNC(=O)C12CC3CC(CC(C3)C1)C2	35	5
Cc1ccn2cc(C(=O)NC(C)c3ccc(F)cc3)nc2c1 (stereo unspecified)	1	-4
N#CSCCCCOc1ccccc1Cl	-69	16
CCc1cc2c(=O)c(-c3ccc4c(c3)OCCO4)c(CC)oc2cc1O	0	3
COc1ccc(Cl)cc1NC(=O)c1ccc(C)c(Cl)c1	-2	-9
O=c1cc(CN2CCCCC2)nc(N2CCN(Cc3ccccc3F)CC2)[nH]1	6	-1
CCOc1ccc2cc(C3CC(c4ccco4)=NN3S(C)(=O)=O)c(=O)[nH]c2c1 (stereo unspecified)	19	-9
CCC1C(=O)C(C)(C)C(=O)OC1c1ccc(Cl)cc1Cl (stereo unspecified)	-11	-1
COc1cccc(/C=C2N=C(/C=C/c3ccc(C)cc3)OC/2=O)c1	3	-1
CC1(C)C(C#N)=C(S)NC(=O)C1C#N (stereo unspecified)	5	-4
COc1ccc(CNC(=O)CCC2CCN(c3cc(NC4CC4)ncn3)CC2)cc1	0	-1
COc1ccccc1-c1nc(C2CCN(C(=O)COc3ccc(C)cc3)CC2)no1	17	-1
COc1cccc(CN2CCC(C(=O)N3CCN(c4cccc(C)c4C)CC3)CC2)c1OC	3	1
O=c1c2ccccc2nc2n1CCC2(Br)Br	4	0
Cc1noc(C2CCCCN2C(=O)CCC2CCCC2)n1 (stereo unspecified)	-10	-1
Cc1cc(C)c(C2=NC(c3ccccc3)(c3ccccc3)c3ccccc3N2)c(=O)[nH]1	32	-8
COc1ccc(Br)cc1C1SCCN1S(=O)(=O)c1cccc(C)c1 (stereo unspecified)	-5	-5
O=C(Cc1cccc(Cl)c1)N1CCCC1c1ccccc1F (stereo unspecified)	1	-6
COc1ccc(-c2cc3n(n2)CCCN(C(=O)c2ccsc2)C3)cc1OC	23	-2
CC1(C)C(C=C(Cl)Cl)C1C(=O)Nc1ccc(Cl)cc1Cl (stereo unspecified)	-14	-11
CNC(=O)C[C@H]1C(=O)N(Cc2ccccc2)C[C@@H]1CSC	-7	-4
COc1ccc(N2CCN(Cc3nc(-c4ccc(Cl)cc4Cl)no3)CC2)cc1	22	4
CCC(=O)Nc1ccc2c(c1)C(N(C)C(C)C)=Nc1ccccc1O2	5	-1
Cc1ccc(C2=NN(C(=O)CCC(=O)O)C(c3cc4ccccc4nc3Cl)C2)cc1 (stereo unspecified)	2	11
Cc1nc(NC(=O)c2nc(-c3cnccn3)no2)sc1C(=O)N(C)C	-14	-2
CC1=C(C(N)=O)C(c2ccc(C(C)C)cc2)n2nc(SCc3ccccc3)nc2N1 (stereo unspecified)	-3	-3
CCOc1c(Cl)cc(C2C3=C(CCCC3=O)N(CC(=O)O)C3=C2C(=O)CCC3)cc1OC	-3	-1
Cc1ccc(C(=O)NCCc2ccc(F)cc2)cc1[N+](=O)[O-]	-10	-6
CC1(C(=O)O)Cc2ccccc2C(=O)O1 (stereo unspecified)	0	-8
CCc1cccc(C)c1NC(=O)c1cc2c(=O)n(CC)ccc2n1C	-2	2
COc1ccccc1NC(=O)C1=C(C)Nc2nc3ccccc3n2C1c1ccccc1[N+](=O)[O-] (stereo unspecified)	40	-2
COc1ccc(C(=O)N2CCCC(c3nc(-c4ccc(NC(C)=O)cc4)no3)C2)c(C)c1 (stereo unspecified)	12	1
CC(SCc1ccccc1)C(=O)Nc1ccccc1F (stereo unspecified)	-26	-2
Cc1ccc(Cc2c(C)nc(C)nc2N2CCN(C(=O)c3ccc(F)cc3)CC2)cc1	21	3
N/C(Cc1ccc([N+](=O)[O-])cc1)=N\OC(=O)c1cccs1	i	-4
Cc1oc(C2CCN(C(=O)COc3ccccc3)CC2)nc1C(=O)N1CCOCC1	4	0
CC(=O)N1CCc2cc(Br)cc(S(=O)(=O)Nc3cc(C)cc(C)c3)c21	-3	-9
Cc1nccn1CCNC(=O)c1ccccc1C(F)(F)F	-22	1
COc1cccc(CN2CCCC2c2cc(C)no2)c1OC (stereo unspecified)	15	7
CCCc1noc(-c2cccnc2N2CCCN(Cc3cc(C)ccc3C)CC2)n1	-86	-3
Cc1cc(NC(=O)c2ccco2)c2cc(F)cc(F)c2n1	-4	2
O=C(C1CCCN(c2cnc3nccnc3c2)C1)N1CCC(Cc2ccccc2)CC1 (stereo unspecified)	20	-3
COc1ccc(C)cc1NC(=O)Cn1ccc2sc(C)cc2c1=O	-4	-1
O=C(Nc1cc([N+](=O)[O-])ccc1Cl)c1cc(Cl)ccc1Cl	-1	-5
CC1CCN(Cc2csc(N3CCN(C(=O)COc4ccccc4)CC3)n2)CC1	21	-4
COc1cc(N2CCCCC2)ccc1[N+](=O)[O-]	1	2

16 compounds from above, arranged by SMILES length, descending.
SMILES	mHTT CaM bind	Pf apPOL inh
COc1ccccc1NC(=O)C1=C(C)Nc2nc3ccccc3n2C1c1ccccc1[N+](=O)[O-] (stereo unspecified)	40	-2
CCOc1c(Cl)cc(C2C3=C(CCCC3=O)N(CC(=O)O)C3=C2C(=O)CCC3)cc1OC	-3	-1
COc1ccc(C(=O)N2CCCC(c3nc(-c4ccc(NC(C)=O)cc4)no3)C2)c(C)c1 (stereo unspecified)	12	1
CC1=C(C(N)=O)C(c2ccc(C(C)C)cc2)n2nc(SCc3ccccc3)nc2N1 (stereo unspecified)	-3	-3
CC(=O)N1CCc2cc(Br)cc(S(=O)(=O)Nc3cc(C)cc(C)c3)c21	-3	-9
O=C(C1CCCN(c2cnc3nccnc3c2)C1)N1CCC(Cc2ccccc2)CC1 (stereo unspecified)	20	-3
CC1CCN(Cc2csc(N3CCN(C(=O)COc4ccccc4)CC3)n2)CC1	21	-4
CCCc1noc(-c2cccnc2N2CCCN(Cc3cc(C)ccc3C)CC2)n1	-86	-3
N/C(Cc1ccc([N+](=O)[O-])cc1)=N\OC(=O)c1cccs1	i	-4
Cc1ccc(C(=O)NCCc2ccc(F)cc2)cc1[N+](=O)[O-]	-10	-6
CCc1cccc(C)c1NC(=O)c1cc2c(=O)n(CC)ccc2n1C	-2	2
COc1ccc(C)cc1NC(=O)Cn1ccc2sc(C)cc2c1=O	-4	-1
Cc1cc(NC(=O)c2ccco2)c2cc(F)cc(F)c2n1	-4	2
COc1cc(N2CCCCC2)ccc1[N+](=O)[O-]	1	2
CC(SCc1ccccc1)C(=O)Nc1ccccc1F (stereo unspecified)	-26	-2
CC1(C(=O)O)Cc2ccccc2C(=O)O1 (stereo unspecified)	0	-8

(further entries)
SMILES	mHTT CaM bind	Pf apPOL inh
CCN(CC)S(=O)(=O)c1ccc(C(=O)Nc2nc(-c3ccc(C)o3)cs2)cc1	-1	-5
O=C(c1noc2c1CCCCC2)N1CCN(c2ccccc2F)CC1	-13	-2
COc1ccc2c(=O)c3c(=O)n(Cc4ccccc4)c(-c4cccs4)nc3oc2c1	-8	-8
Cc1cc(C)nc(NC(=O)COc2ccccc2)n1	0	-11
CCOc1ccccc1C(=O)N1CCCC2(C1)NC(=O)N(Cc1ccc(C)cc1)C2=O (stereo unspecified)	5	-4
C[C@@H](c1ccccc1)N1C[C@H](COCc2ccccc2)Oc2cc(N3CC[C@H](N(C)C)C3)ccc2S1(=O)=O	100*	-6
COc1ccc(NC(=O)C2CCCN(c3nccc4sccc34)C2)cc1Cl (stereo unspecified)	9	-15
CCc1cc(C2CCCN2Cc2cn[nH]c2-c2cccc(OC)c2)on1 (stereo unspecified)	15	-3
Cc1nc(-c2ccc(C(=O)NCc3ccc4c(c3)OCO4)cc2)cs1	-3	-3
COc1ccc(Nc2nc(Nc3ccc(OC)cc3)c([N+](=O)[O-])cc2[N+](=O)[O-])cc1	5	-3
O=C(Cc1cn2cc(Cl)ccc2n1)Nc1ccccc1	-1	-2
CC(C)(C)C1CCC(OCC(O)CN2CCC(CN3C(=O)c4cccc5cccc(c45)C3=O)CC2)CC1 (stereo unspecified)	100*	28
O=[N+]([O-])c1cccc(-c2c[nH]c(=S)[nH]2)c1	.	0
CC1(C)NC(=O)N(CC(O)COc2cccc(OCC(O)CN3C(=O)NC(C)(C)C3=O)c2)C1=O (stereo unspecified)	-1	3
COc1ccc(OC)c(-c2c(C)c3cc(OC(C)=O)ccc3oc2=O)c1	1	-5
O=C(c1ccc(Cl)cc1)N1N=C(c2ccc([N+](=O)[O-])cc2)CC1(O)C(F)(F)F (stereo unspecified)	51*	-1
CC(Cc1cccs1)NC(=O)C(=O)NCc1ccc(F)cc1 (stereo unspecified)	-11	2
CN1CCN(c2nnc(-c3ccc(Cl)cc3)c3ccccc23)CC1	-4	-3
Cc1ccnc(N2CCC(C(=O)N3CCN(c4cccc(Cl)c4)CC3)CC2)n1	25	6
CCCNC(=O)C1CN(C(=O)c2ccccc2Cl)CC1c1ccccc1C (stereo unspecified)	1	12
Cc1ccccc1C(=O)Nc1ccc(-c2nc3ccccc3o2)c(O)c1	11	-6
Cn1c(Sc2ccc([N+](=O)[O-])cn2)nc2ccccc21	2&0	-2&-7
CCC(C)(C(=O)NC1CCCC1)N(CC1CCCO1)C(=O)c1cnccn1 (stereo unspecified)	-1	-1
O=C(c1ccc(Cl)cc1)c1cn[nH]c1-c1ccccc1O	95*	1
COc1ccccc1/C=C1\N=C(c2ccc(Cl)c(Cl)c2)OC1=O	5	2
CCCC(=O)N1CCCC(C)(C(=O)NCc2ccccc2)C1 (stereo unspecified)	-5	2
Cc1ccc2c(c1)C(=O)N1CCCC1C(=O)N2CC(=O)NCCCN1CCCCC1 (stereo unspecified)	1	-5
CCOc1ccc(-n2c(SCC(=O)NCC3CCCO3)nc3n[nH]c(C)c3c2=N)cc1 (stereo unspecified)	9	-1
O=C(NC1CCN(Cc2ccccc2)CC1)C1CCCN(C(=O)c2cccc(Cl)c2)C1 (stereo unspecified)	29	0
CCC(SC1=NCCS1)C(=O)Nc1nc(-c2ccccc2)cs1 (stereo unspecified)	-26&-22	-10&-2
CC(C)(C)CC(=O)NCc1cccnc1-c1ccc(F)cc1	-11	0
CCCn1cnnc1C1CCCN(C(=O)c2ccc(F)c(F)c2)C1 (stereo unspecified)	3	-1
CC(C)(C)S(=O)(=O)c1ccccn1	-5	1
CC(=O)Nc1ccc(NC(=O)c2cccc(I)c2)cc1	-5	-1
Cc1nc2c(C(=O)NC(C)c3ccccc3)c[nH]n2c(=O)c1Cc1ccccc1F (stereo unspecified)	39	-6
COc1ccc(NC(=O)CN(c2cc(C(F)(F)F)ccc2Cl)S(C)(=O)=O)cc1OC	8	5
Cc1nnc(SCC(=O)Nc2ccc(Cl)cc2[N+](=O)[O-])[nH]c1=O	-1	-2
CN(C)CCNc1ccc([N+](=O)[O-])cc1Cl	-2	4
O=C(c1cc(F)ccc1F)N1CCCC(c2ccnc(-c3ccccc3)n2)C1 (stereo unspecified)	31	-2
COc1ccc(C2=NC3(CCN(CC(=O)Nc4ccccc4)CC3)NC2=O)cc1	8	-2
Cc1cccc(NC(=O)c2ccc(F)c(S(=O)(=O)N3CC(C)CC(C)C3)c2)c1 (stereo unspecified)	1	-6
COc1ccc(-n2nc3c(c2NC(=O)c2ccc(C)cc2)CSC3)cc1	34	-5
Cc1onc(-c2ccccc2)c1C(=O)Nc1ccc(OCc2ccccc2)cc1	4	-6
CCC(NC(=O)c1cn2c(n1)CSCC2)c1cccs1 (stereo unspecified)	28	-6
Cc1ccccc1CNC(=O)c1ccc(F)cc1	-5	3
Cc1ccc(-c2noc(CS(=O)(=O)c3ccc(F)cc3)n2)cc1	-25	-2
COc1ccccc1Oc1ccc2c(c1)C(=O)N(CC(=O)O)C2=O	3&2	1&-10
Cc1cc(C)nc(NC(=O)c2ccc(Cl)cc2Cl)c1	-12	-10
O=C1c2ccccc2C(=O)N1CC1c2ccccc2CCN1C(=O)C1CCCCC1 (stereo unspecified)	4	-6
O=C(OCc1ccccc1)Sc1nnc(-c2ccc(Br)cc2)o1	-8	4
The listing continues:
SMILES	mHTT CaM bind	Pf apPOL inh
COCCNC(=O)C1CC(c2ccccc2)=NO1 (stereo unspecified)	0	-4
CCn1c(C2CCN(S(=O)(=O)Cc3cccc(F)c3)C2)nc2ccncc21 (stereo unspecified)	12	7
CCCCS(=O)(=O)N1CCC(c2cnn(-c3ccccc3)c2)CC1	-7	1
CCOC(=O)N1CCN(C(=O)C2CCN(Cc3ccc(O)c(OCC)c3)CC2)CC1	8	6
Cc1ccc(C)n1Cc1ccc(C(=O)O)cc1	53*	-15
Cc1ccc(C(=O)N2CCC(COc3ccc(C(=O)N4CCOCC4)cc3)CC2)cc1F	-1	-3
COc1ccc(Cl)cc1/C=C1/C(=O)ON=C1C	11	-5
CCOC(=O)C1CCC(CNC(=O)N2CCCC2c2ccc(F)cc2)CC1 (stereo unspecified)	-3	-2
Cc1nc2scc(C)n2c(=O)c1NC(=O)c1ccccc1Cl	-8	0
c1ccc(-c2noc(-c3ccc(N4CCCC4)nc3)n2)cc1	-14	-2
O=C(Cn1nc(N2CCSCC2)c2ccccc2c1=O)Nc1ccccc1Cl	-4	-2
CC(C)NC(=O)N1CCCN(C2CCN(Cc3ccccc3)C2=O)CC1 (stereo unspecified)	-9	3
CC(C)C1C(C#N)=C(N)OC2=C1C(=O)CCC2 (stereo unspecified)	-10	-4
NC1=NC(=O)C(CC(=O)Nc2ccc(Br)cc2Br)S1 (stereo unspecified)	1	2
Cc1cccc(CNC(=O)c2ccc(NC(=O)C3CC3)cc2N2CCCCC2)c1	18	-2
Cc1cc(Br)ccc1OCCOCCN1CCCC1	1	-4

Screens as filed in PubChem BioAssay.

This is a subset; the hit share may differ from the screen's.
